Source: PubChem BioAssay
TAG inh – reduces triacylglycerol accumulation in H9c2 cells; Nile Red lipid (TAG) fluorescence; cells loaded with 200 µM oleic acid; inhibition, % at 12.5 µM; 230,000 compounds, 0.66% hits; AID 651582;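 active = pattern-corrected inhibition of lipid staining of at least 50% with the nuclear-stain viability signal not falling by more than 50%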;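 note: 0% = DMSO wells and 100% = triacsin C control wells; some results filed as inactive read as strong as hits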
TAG inh DAPI viability – recorded beside TAG inh, whose call it bears; DAPI nuclei signal change (viability), lower = more cytotoxic, %;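 whole-well DAPI fluorescence read on a plate reader as a viability signal; minus 50 percent equals half of cells still viable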
Starred values were filed as active, the others as inactive. Not all compounds are listed (hit frequency here may not be typical).

SMILES | TAG inh | TAG inh DAPI viability
CC(C)CC(NC(=O)c1ccc(Cl)cc1Cl)C(=O)O (stereo not given) | 11 | -6
O=C(CNC(=O)c1ccc2c(c1)S(=O)(=O)N=C1CCCCCN12)Nc1ccc(F)c(F)c1 | -4 | 5
Clc1nnc(NC2CCCCC2)c(Cl)c1Cl | -3 | 1
COc1ccccc1NC(=O)CSc1nnc(CCC(=O)Nc2ccccc2F)n1C | -1 | -1
O=C(NC1CCSc2ccccc21)c1ccc(Cl)c(S(=O)(=O)N2CCOCC2)c1 (stereo not given) | 12 | -15
CCCNC(=O)c1ccccc1NC(=O)c1ccc2c(=O)n3c(nc2c1)CCC3 | 3 | 1
COc1ccc(NS(=O)(=O)c2cccc(C(=O)NCCCN3CCOCC3)c2)cc1 | -22 | -1
CCc1ccc(NC(=S)/N=C(\N)Nc2nc(C)c3cc(CC)ccc3n2)cc1 | 25 | 4
Cc1c(C(=O)NCCO)sc2nc3n(c(=O)c12)CCC3 | 0 | 0
CCOc1ccc(S(=O)(=O)Nc2cccc(C(=O)N3CCN(C(C)=O)CC3)c2)cc1 | 2 | 1
COC(=O)[C@@H]1CCCN1C(=O)[C@@H](NC(=O)OC(C)(C)C)C(C)C | -14 | 6
COc1ccc(CN2CCCC(N3CCN(c4cccc(Cl)c4)CC3)C2)cc1OC (stereo not given) | 1 | 6
Cc1ccc(S(=O)(=O)N(C)C)cc1NC(=O)CSc1ccc2c(c1)OCCO2 | 13 | 0
O=S(=O)(Nc1ccc(Cl)cc1)c1ccc(N2CCOCC2)c(NC(=S)NC2CC2)c1 | 6 | -6
O=C(COC(=O)c1ccc(NS(=O)(=O)c2ccc(Br)s2)cc1)NC1CCCC1 | 5 | 1
COCCCN(C(=S)NC(=O)C(C)(C)C)c1c(N)n(Cc2ccccc2)c(=O)[nH]c1=O | -3 | -1
Cc1ccc(C)c(OCCC(=O)OCC(=O)NCCNC(=O)COC(=O)CCOc2cc(C)ccc2C)c1 | -7 | 4
Cc1c(C(=O)O)sc2nc(SCC(=O)Nc3ccc(S(=O)(=O)NCCCC(=O)O)cc3)[nH]c(=O)c12 | -3 | 5
Clc1ccccc1CSC1=NCCN1 | 6 | 7
N=C1C(c2ccccc2)=C(O)CN1CCO | 10 | -32

Next part, overlapping the part above by two compounds.
SMILES | TAG inh | TAG inh DAPI viability
Clc1ccccc1CSC1=NCCN1 | 6 | 7
N=C1C(c2ccccc2)=C(O)CN1CCO | 10 | -32
CCOC(=O)C(=O)c1c(C)cc2ccccn12 | -13 | 0
CC(C)(C)C(Cn1ccnc1)NC(=O)c1ccc2nc(C3CC3)oc2c1 (stereo not given) | -16 | 0
Cc1cc(NC(=O)CSc2nccn2-c2cccc(F)c2)no1 | -1 | 3
O=C(NCCO)c1cccc(-c2cccc3nncn23)c1 | -9 | 2
COCCNc1ncnc2c1ncn2[C@H]1CN(Cc2ccc3c(c2)OCO3)C[C@@H](CO)O1 | 7 | -1
O=C(Nc1cc(C(F)(F)F)ccc1N1CCOCC1)c1n[nH]c(=O)c2ccccc12 | 47 | 1
COc1cc(COCC(O)CN2C(C)CCCC2C)cc(OC)c1OC (stereo not given) | 9 | -1
CCN1CCN(C(=O)c2cc(S(=O)(=O)N3CC(C)CC(C)C3)ccc2Cl)CC1 (stereo not given) | -27 | -1
Cc1cc(C(=O)CN2C(=O)c3ccccc3S2(=O)=O)c(C)n1C(C)C | -3 | -5
CC1CCN(C(=O)Cn2cc([N+](=O)[O-])ccc2=O)c2ccccc2S1 (stereo not given) | 0 | 2
CN1CCc2c(sc(NC(=O)C3CCCCC3)c2C(N)=O)C1 | -2 | 4
Cc1ccccc1Nc1nc(N)nc(CSc2ccc(F)cc2)n1 | -10 | 14
Cc1ccc(-n2c(SCC(=O)N3CCOCC3)nnc2-c2cccnc2)cc1C | 1 | -4
CCCCn1c(SCC(=O)c2ccc3c(c2)OCCO3)nnc1-c1ccoc1C | 15 | 2
CC(C)(C)OC(=O)C[C@@H]1C/C=C\C[C@H](CC(=O)N[C@@H](CO)Cc2ccccc2)C(=O)N[C@H](C(C)(C)C)COC1=O | 6 | -6
Cc1nn(-c2ccccc2)c(C)c1/C=N/NC(=O)c1cc(O)cc(O)c1 | 17 | -3
COc1ccc(-c2cc(CNc3nc4cc(-c5ccccc5C)sc4c(=O)n3C)on2)cc1 | 20 | -1
COc1cc2c(cc1OC)C(C(C)C)=NC(C)(C)C2 | -9 | 15
Cc1nc(Nc2ccc(F)cc2)[nH]c(=O)c1CCC(C)C | -19 | 9
Fc1cccc(Cc2noc(CN3CCN(C4CCc5ccccc5C4)CC3)n2)c1 (stereo not given) | -8 | 8
O=C(CCn1c2c(c3ccccc31)CCCC2)NNC(=O)c1ccccc1C(=O)O | -6 | 9
CCOc1ccc(N2C(=O)CN=C2Nc2ccccc2Cl)cc1 | -15 | 7
Cc1cccc(OCCCn2c(CCNC(=O)C(C)C)nc3ccccc32)c1 | 6 | -2
Cc1nnc(SCC(=O)NC(=O)Nc2ccc3c(c2)OCCO3)n1N | 1 | 1
O=C(CC(c1ccccc1)c1cc(Cl)ccc1O)NCCN1CCOCC1 (stereo not given) | 8 | -7
Cc1ccc(C(=O)OCC(=O)Nc2cc(C(C)(C)C)no2)c(C)c1 | -11 | 0
CCn1c(O)c(C#N)c(C)cc1=O | 3 | 0
COc1c2c(cc3oc(C)cc(=O)c13)OC(C(C)(C)OC1OC(CO)C(O)C(O)C1O)C2 (stereo not given) | -7 | -6
O=C(/C=C/c1ccc(Cl)cc1)NCCCN1CCOCC1 | 17 | -5
N#CC1=C(N)OC2=C(C(=O)CCC2)[C@]12C(=O)N(CC(N)=O)c1ccccc12 | 5 | -1
CC1(C)C(=O)NCCN1C(=O)CC1C(=O)NCCN1CC(c1ccccc1)c1ccccc1 (stereo not given) | -6 | 24
NC(=O)C1CCCN(C(=O)Nc2cccc3ccccc23)C1 (stereo not given) | -7 | 1
O=C(CCSc1nc2cc(Cl)ccc2o1)N1CCOCC1 | -12 | 16
CSc1scc2c1-c1nc(SCC(=O)C(C)(C)C)ncc1CC2 | 8 | 17
CCCCNC(=O)C1(C)CCN1C(=O)c1cncc(Br)c1 (stereo not given) | 11 | -6
CCOC(=O)c1sc2nccc(N(C)C)c2c1N=CNOC | 6 | -2
Clc1c(-c2ccccc2)nc2ccccn12 | -12 | 9
O=C(c1ccc2ccccc2c1)c1cccc(F)c1C(=O)O | 15 | -4
O=C(NCC(=O)N1CCN(C(=O)c2ccccc2)CC1)c1ccc(Cl)cc1Cl | 2 | 0
Cn1c(=O)c(=O)n(C)c2cc(S(=O)(=O)CCC(=O)N3CCOCC3)ccc21 | -1 | 4
O=C(COC(=O)C1CCCCC1)Nc1cccc(F)c1 | -17 | 4
COc1cccc(-c2nnc(NC(=O)C(C)C)o2)c1 | -1 | -5
CCCCn1c(N)c(N(Cc2ccccc2OC)C(=O)c2c(CC)noc2C)c(=O)[nH]c1=O | -9 | -5
COc1ccc(CCn2c3c(c(=O)[nH]c2=O)C(NC(=O)c2cccs2)(C(F)(F)F)C(=O)N3)cc1OC (stereo not given) | -2 | -7
COc1cccc(NC(=O)CSc2nnc(-c3ccoc3C)n2CC2CCCO2)c1 (stereo not given) | 2 | 7
COc1ccccc1NS(=O)(=O)c1ccc(NC(=O)c2nc3ncccn3n2)cc1 | -5 | -1
Cc1ccc(NCc2nnc(SCC(=O)Nc3ncc(C)s3)n2CC2CCCO2)c(C)c1 (stereo not given) | 21 | 3
CCCCN(C(=O)c1cc2c(s1)CCCCC2)c1c(N)n(CCC)c(=O)[nH]c1=O | 16 | -11
Nc1cccc(C(=O)O)c1 | 1 | -9
Cc1cc(C(=O)N(C)CC(=O)Nc2ccc(Cl)c(C(F)(F)F)c2)no1 | -18 | -4

Further structures.
SMILES | TAG inh | TAG inh DAPI viability
Cc1csc(SCC(=O)NC2CCS(=O)(=O)C2)n1 (stereo not given) | -7 | 7
O=C1NC2(CCCCC2)OC12CCCCC2 | -2 | 0
c1ccc(CNCc2ccc(CNCc3ccccc3)cc2)cc1 | 15 | 11
Cc1ccc(CC2(OCCN(C)C)CCC(C(C)(C)C)CC2)cc1 (stereo not given) | 84* | -28*
C/C(=N\S(=O)(=O)c1ccc(C)cc1)N1CCCCC1 | -3 | 9
CN(C(=O)N1CCN(S(=O)(=O)c2ccccc2)CC1)c1ccccc1 | -8 | -10
COC(=O)c1ccccc1NC(=O)C1CC(=O)N(c2ccc(C)cc2)C1 (stereo not given) | 3 | -1
CCN(CC(=O)Nc1c(F)cccc1F)C(=O)c1ccc(C)c(S(=O)(=O)N2CCCCC2)c1 | -9 | 5
O=C(CS(=O)(=O)c1ccccc1)Nc1ccc(S(=O)(=O)Nc2ncccn2)cc1 | 1 | 0
S=C1NCCN1CC1CCN(CCC23CC4CC(CC(C4)C2)C3)CC1 | 1 | 17
CCOc1ccc(N(CC(=O)Nc2nccs2)S(=O)(=O)c2c(C)[nH]c(=O)[nH]c2=O)cc1 | -6 | -3
Cc1ccc(S(=O)(=O)Nc2nc3c(s2)C(=O)CC(C)(C)C3)cc1 | 3 | -18
O=C(CSc1nnc2ccccn12)Nc1nsc(-c2ccccc2)n1 | -1 | 34
COc1ccc(C2C(=O)c3ccccc3C2=O)c(OC)c1 | 4 | 7
O=C(COc1ccc(Br)cc1)NC1CC1 | 8 | -4
CC1(C)Cc2cccc(OCC(=O)NC3CC3)c2O1 | -6 | -7
Cn1ccnc1C1CCCCN1Cc1nc(Cc2ccccc2F)no1 (stereo not given) | -3 | 3
CC1CCCC(NC(=S)Nc2cccc(S(=O)(=O)N(C)C)c2)C1C (stereo not given) | -9 | -10
Cn1c(/C=C/c2cccc([N+](=O)[O-])c2)c([N+](=O)[O-])c(=O)n(C)c1=O | 17 | -10
O=S(=O)(Cc1ccccc1)N=Nc1c(O)[nH]c2ccc(Br)cc12 | -4 | 3
Cc1nn(-c2ccccc2)c(Cl)c1/C=C(\CC(=O)O)c1nc2ccccc2s1 | 15 | 2
CCn1cc(C(=O)N2CCN(c3cccc(C)c3C)CC2)c(=O)c2ccc(C)nc21 | -10 | 5
O=C(OCC1CC(c2ccccc2)=NO1)c1ccco1 (stereo not given) | 7 | -3
CN(CCOc1ccc(Cl)cc1)C(=O)C1CCN(C(=O)c2ccc(F)cc2)CC1 | 4 | -6
COC(=O)C1=CN(Cc2ccc(OC)c(OC)c2)C=C(C(=O)OC)C1c1cccs1 | -6 | 8
Cc1nc2ccccc2c(=O)n1Cc1ccco1 | 5 | -9
COc1ccc(OC)c(/C=C/C(=O)Nc2ccc(OC)nc2)c1 | -1 | 4
CCOC(=O)Nc1ccc2nc3n(c(=O)c2c1)CCCCC3 | -3 | -2
Nc1nonc1C(=O)N1CCCC1 | 1 | -7
COC(=O)c1c(C)[nH]c(C(=O)CSc2ccc(Cl)cc2)c1C | -41 | 21
Cc1ccccc1N=Nc1ccc(O)c2ncccc12 | 86* | -41*
O=C(CCCN1C(=O)c2ccccc2C1=O)NCc1ccco1 | -5 | -5
COc1ccc(N2CCc3c(C)nc4c(OC)cc(OC)cc4c32)c(OC)c1 | 23 | 40
Cc1ccccc1-n1nc2c(c1NC(=O)c1cc3ccccc3oc1=O)CS(=O)C2 (stereo not given) | 7 | 1
O=C(/C=C/c1cccs1)c1cc(F)ccc1OC(=O)N1CCOCC1 | 16 | -11
COc1ccc(CNC(=O)C(OC(=O)c2nsc(Cl)c2Cl)C(C)C)cc1 (stereo not given) | -14 | -7
Cc1csc(NC(=O)c2c(O)c3c(n(CC(C)C)c2=O)CCCC3)n1 | -9 | -2
Cc1ccc(-c2cc(Cc3ccncc3)c(=O)[nH]n2)cc1 | 5 | 0
C#CCNC(=O)C1=C[C@@H](c2ccc3c(c2)OCO3)C[C@@H](OCc2ccc(CO)cc2)O1 | -71 | -8
CN(Cc1ccccc1)C(=O)CNC(=O)C12CC3CC(CC(C3)C1)C2 | -14 | -2
O=c1c2c(nc3nc[nH]n13)CCC2 | -4 | 0
O=C(C1=C(O)C(=O)N(Cc2ccccc2)C1c1cccnc1)c1ccco1 (stereo not given) | 1 | 5
COc1ccc(/C=N/S(=O)(=O)c2ccc(C)cc2)cc1 | 5 | -5
O=C(CSc1nnnn1-c1ccccc1)NC1CCCc2ccccc21 (stereo not given) | 3 | 7
CC(=O)NC12CC3CC(C1)CC(C(=O)Nc1nc4c(C)cccc4s1)(C3)C2 | 7 | 3
Cc1cc(-c2csc(Nc3ccccn3)n2)ccc1F | 30 | -2
COc1ccc(S(=O)(=O)N2CCCCC2)cc1NC(=O)Cc1ccsc1 | -5 | -5
CCN(CC(=O)N1CCN(Cc2ccccc2)CC1)S(=O)(=O)c1ccc(F)cc1 | -1 | -4

Compounds above that have two or more sulfur atoms (14):
SMILES | TAG inh | TAG inh DAPI viability
O=C(NC1CCSc2ccccc21)c1ccc(Cl)c(S(=O)(=O)N2CCOCC2)c1 (stereo not given) | 12 | -15
Cc1ccc(S(=O)(=O)N(C)C)cc1NC(=O)CSc1ccc2c(c1)OCCO2 | 13 | 0
O=S(=O)(Nc1ccc(Cl)cc1)c1ccc(N2CCOCC2)c(NC(=S)NC2CC2)c1 | 6 | -6
O=C(COC(=O)c1ccc(NS(=O)(=O)c2ccc(Br)s2)cc1)NC1CCCC1 | 5 | 1
Cc1c(C(=O)O)sc2nc(SCC(=O)Nc3ccc(S(=O)(=O)NCCCC(=O)O)cc3)[nH]c(=O)c12 | -3 | 5
CSc1scc2c1-c1nc(SCC(=O)C(C)(C)C)ncc1CC2 | 8 | 17
Cc1ccc(NCc2nnc(SCC(=O)Nc3ncc(C)s3)n2CC2CCCO2)c(C)c1 (stereo not given) | 21 | 3
Cc1csc(SCC(=O)NC2CCS(=O)(=O)C2)n1 (stereo not given) | -7 | 7
O=C(CS(=O)(=O)c1ccccc1)Nc1ccc(S(=O)(=O)Nc2ncccn2)cc1 | 1 | 0
CCOc1ccc(N(CC(=O)Nc2nccs2)S(=O)(=O)c2c(C)[nH]c(=O)[nH]c2=O)cc1 | -6 | -3
Cc1ccc(S(=O)(=O)Nc2nc3c(s2)C(=O)CC(C)(C)C3)cc1 | 3 | -18
O=C(CSc1nnc2ccccn12)Nc1nsc(-c2ccccc2)n1 | -1 | 34
CC1CCCC(NC(=S)Nc2cccc(S(=O)(=O)N(C)C)c2)C1C (stereo not given) | -9 | -10
COc1ccc(S(=O)(=O)N2CCCCC2)cc1NC(=O)Cc1ccsc1 | -5 | -5
